DYRK1A inh – Dyrk1A (rat) kinase inhibition. Q63470. actives 0.43% (n = 310,000). inhibition, % at 12.5 µM. ADP-Glo luminescence, NFATc1 peptide. AID 504441; in the data active = inhibition above about 50%;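 also: plate controls were vehicle with enzyme for no effect and no enzyme for full effect; many of its hits are not listed in these tables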
KCNQ1 inh – inhibitors of human KCNQ1 potassium channel; CHO-K1 KCNQ1, FluxOR thallium flux fluorescence; active compounds read high; B-score at 10 µM; actives 1.3% (n = 310,000); AID 2642;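 active = compounds whose thallium flux B-score, printed positive for inhibition, exceeds three library SD while starting fluorescence stays within three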;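 also: channel opened by potassium depolarization with thallium stimulus after 20 min compound exposure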
HDAC3 inhib – blocks human histone deacetylase 3 | recombinant HDAC3, fluorogenic peptide/trypsin coupled, fluorescence | inhibition, % at 8.3 µM | actives 0.15% (n = 320,000) | AID 2718; in the data active = inhibition above about 26%, passing the limit was not always enough; inconclusive = no clear call, values can overlap the other calls
hERG protect – shields human hERG channel from block by proarrhythmic agents; actives 0.51% (n = 310,000); Q12809; AID 1511; CHO-hERG, FluxOR thallium flux, dofetilide IC70 present; activation (rescue from dofetilide block), less the hit threshold, % at 10 µM;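 active = activation above the mean of controls blocked by dofetilide plus 5 SD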;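 also: thallium influx through hERG after potassium depolarization seen as dye fluorescence rise; in these data hits start at about 4.7%; inactives centre near -7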
Target sequence (Q12809 whole entry, looked up): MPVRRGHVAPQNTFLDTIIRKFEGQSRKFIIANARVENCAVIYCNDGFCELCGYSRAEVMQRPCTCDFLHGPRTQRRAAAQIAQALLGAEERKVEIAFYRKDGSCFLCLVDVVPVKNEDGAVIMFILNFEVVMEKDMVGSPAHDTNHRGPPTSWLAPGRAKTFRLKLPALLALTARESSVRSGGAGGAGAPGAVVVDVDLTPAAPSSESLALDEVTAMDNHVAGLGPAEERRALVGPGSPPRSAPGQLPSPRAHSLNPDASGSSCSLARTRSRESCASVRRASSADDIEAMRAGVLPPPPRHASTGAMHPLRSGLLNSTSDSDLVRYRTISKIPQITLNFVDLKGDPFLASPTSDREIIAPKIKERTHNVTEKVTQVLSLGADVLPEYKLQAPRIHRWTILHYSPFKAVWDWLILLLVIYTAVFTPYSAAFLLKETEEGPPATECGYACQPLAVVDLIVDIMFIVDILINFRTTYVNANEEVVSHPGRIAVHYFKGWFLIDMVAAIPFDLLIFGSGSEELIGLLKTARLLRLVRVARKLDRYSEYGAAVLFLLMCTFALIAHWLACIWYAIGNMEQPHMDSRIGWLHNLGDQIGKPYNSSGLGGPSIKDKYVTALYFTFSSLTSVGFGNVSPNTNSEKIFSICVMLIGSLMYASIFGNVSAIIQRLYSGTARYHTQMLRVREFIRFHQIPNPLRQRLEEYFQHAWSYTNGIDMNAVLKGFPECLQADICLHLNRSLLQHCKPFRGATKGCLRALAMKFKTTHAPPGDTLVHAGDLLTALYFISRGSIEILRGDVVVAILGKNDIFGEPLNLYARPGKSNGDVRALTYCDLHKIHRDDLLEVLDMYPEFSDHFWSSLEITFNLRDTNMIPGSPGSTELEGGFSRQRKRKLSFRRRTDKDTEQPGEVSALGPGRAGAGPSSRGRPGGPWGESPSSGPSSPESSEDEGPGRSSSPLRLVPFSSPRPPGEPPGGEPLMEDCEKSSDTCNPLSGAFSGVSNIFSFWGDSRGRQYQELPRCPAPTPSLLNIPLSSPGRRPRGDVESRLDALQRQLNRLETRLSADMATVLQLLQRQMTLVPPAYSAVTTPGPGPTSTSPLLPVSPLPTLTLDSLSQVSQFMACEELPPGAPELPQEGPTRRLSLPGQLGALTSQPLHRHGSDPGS
KCNK3 inh – human KCNK3 channel inhibition, primary screen; O14649; CHO-KCNK3 thallium flux, FluxOR fluorescence; active compounds read low; B-score at 10 µM; actives 0.84% (n = 340,000); AID 602410;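 active = B-score under library mean minus 4 SD, starting fluorescence ratio at most library mean plus 5 SD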;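 also: more negative B-score means stronger inhibition of thallium flux through KCNK3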
TRPC4 act – opens the mouse TRPC4 cation channel; Q9QUQ5; HEK293 TRPC4beta/mu-opioid, Fluo4 calcium fluorescence; active compounds read high; B-score at 10 µM; actives 0.49% (n = 310,000); AID 2237;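 active = B-score above 5 SD of library B-scores, and initial fluorescence ratio not above library mean plus 5 SD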;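 also: positive B-score marks a calcium rise read as TRPC4 activation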
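Assay system: HEK293 stable line with TRPC4beta plus mu-opioid receptor. Times: dye 45 min RT, read 110 s. Measured by: kinetic Fluo4 calcium fluorescence. Measure: B score of integrated ratio. Controls: assay buffer as low control, maximal DAMGO as high control.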
TRPC4 PAM – allosteric potentiators of mouse TRPC4 channel; Q9QUQ5; HEK293 TRPC4beta/mu-opioid, DAMGO EC20, Fluo-4 Ca2+ flux; active compounds read high; B-score at 10 µM; actives 0.42% (n = 310,000); AID 2227;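 active = B-score of calcium response area above 5 SD of library B-scores, with initial fluorescence ratio within 5 SD of library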;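 also: B-score of integrated fluorescence ratio over time as area under calcium response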
KCNQ1 act – potentiators or activators of human KCNQ1 potassium channel; CHO-K1 KCNQ1, thallium flux FluxOR fluorescence; active compounds read high; B-score at 10 µM; actives 0.35% (n = 310,000); AID 2648;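 active = fluorescence ratio B-score, a plate-corrected score, at least three library SD, with initial intensity B-score within 5 SD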
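Test system: CHO-K1 cells stably expressing KCNQ1 / Medium: assay buffer / Also added: depolarizing K+/Tl+ stimulus, K2SO4 and Tl2SO4 each 12.5 mM in 5x stock / Incubation: 90 min dye loading and 20 min compound exposure, both at room temperature / Signal: thallium influx via FluxOR fluorescence, kinetic imaging / Evaluation: B score of baseline-normalized fluorescence ratio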
TMEM16A inh – inhibitors of mouse TMEM16A calcium-activated chloride channel; Q8BHY3; actives 1.2% (n = 310,000); normalized B-score (activity score, 25-100; higher = stronger inhibition) at 10 µM; AID 588511; HEK293 TMEM16A/YFP iodide influx fluorescence, ionomycin;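 active = ratio plate-corrected score three or more library SD toward inhibition, starting fluorescence score within five deviations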;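 also: score derived from kinetic fluorescence span divided by baseline fluorescence per well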
TMEM16A act – activates or potentiates the mouse TMEM16A chloride channel; Q8BHY3; HEK293 TMEM16A/YFP-H148Q/I152L, iodide quench fluorescence; active compounds read low; B-score at 10 µM; actives 0.3% (n = 340,000); AID 623877;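 active = fluorescence-ratio B-score plate-corrected deviation score at least 3 library SD below zero, with starting fluorescence score within 5 deviations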;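 also: channel opened by trigger with iodide after compound preincubation; score built on the fluorescence ratio of max minus min over baseline; more negative score means more quench and so TMEM16A activation or potentiation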
KCNK9 inh – human KCNK9 channel inhibition | HEK293 KCNK9, FluxOR thallium flux fluorescence; active compounds read low | B-score at 10 µM | actives 1.2% (n = 310,000) | AID 488922;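 active = ratio B-score over 3 SD below the library mean, with starting fluorescence within 5 SD of its mean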;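 also: negative B-score means less thallium flux so channel inhibition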
An asterisk follows results filed as active; i = inactive; ? = inconclusive; . = no result given. Only part of the results is shown; count on the stated rates, not on these rows.

nr	molecule	DYRK1A inh	KCNQ1 inh	HDAC3 inhib	hERG protect	KCNK3 inh	TRPC4 act	TRPC4 PAM	KCNQ1 act	TMEM16A inh	TMEM16A act	KCNK9 inh
1	CCOC(=O)Cn1cc(/C=C/[N+](=O)[O-])c2ccccc21	5	i	8	-12	i	i	i	i	i	i	i
2	COc1ccccc1C(=O)NCCC(=O)NC1CCCCC1C (configuration not stated)	-2	i	-11	-17	i	i	i	i	i	i	i
3	COc1cccc(CNc2ccc(F)c(Cl)c2)c1O	0	i	7	-18	i	i	i	i	i	i	i
4	COc1ccccc1N1CCN(C(=O)c2ccc(NC(C)=O)cc2)CC1	-9	i	0	-2	i	i	i	i	i	i	i
5	CCCCN1CN=C(Nc2nc3ccccc3o2)NC1	-1	i	-5	-10	i	i	i	i	i	i	i
6	CCC(=O)NC(NC(=O)CC)C(Cl)Cl	-5	i	3	-9	i	i	i	i	i	i	i
7	O=C(COc1ccccc1)Nc1ccccc1C(=O)NCc1ccco1	3	i	-4	-12	i	i	i	i	i	i	i
8	COc1ccc(-n2c(N3CCN(C)CC3)nc3sc4c(c3c2=O)CCCCC4)cc1	-5	i	5	-10	i	i	i	i	i	i	i
9	O=c1[nH]c2cc3c(cc2cc1CN(CCN1CCOCC1)C(=S)NCC1CCCO1)OCO3 (configuration not stated)	2	i	-5	-15	i	i	i	i	i	i	i
10	O=C(c1ccccc1)c1ccc(OCC(O)CNC2CCCc3ccccc32)cc1 (configuration not stated)	-7	i	6	-14	i	i	i	i	i	i	i
11	COc1ccc(C2C(C#N)=C(N)Oc3c2c(C)nn3-c2ccccc2)cc1Cn1nc(C)c([N+](=O)[O-])c1C (configuration not stated)	.	i	4	-13	i	i	i	i	i	i	i
12	O=C(COc1ccc(Br)cc1)NCCNC(=O)c1cccnc1	-3	i	4	-10	i	i	i	i	i	i	i
13	O=C(c1cc2nc(C3CC3)cc(C(F)(F)F)n2n1)N1CCCC1	3	i	-3	-3	i	i	i	i	i	i	i
14	COc1ccc(-n2c(N)c(C(=O)NCc3cccnc3)sc2=S)cc1	-1	i	0	-7	i	i	i	i	i	i	i
15	CCCN1CCN(C(=O)Nc2cccc(C(F)(F)F)c2)CC1	17	i	0	-11	-10*	i	i	i	i	i	i
16	N#C/C(=C\Nc1ccc(Cl)cc1)S(=O)(=O)c1ccccn1	28	i	2	-8	i	i	i	i	i	i	i
17	O=C(Oc1cccc(NC(=O)c2cccs2)c1)c1cccc(S(=O)(=O)N2CCCC2)c1	1	i	13	-24	i	i	i	i	i	i	i
18	NC(=O)c1nsc(C(=O)N(c2ccc(F)cc2)C(C(=O)NCC2CCCO2)c2c[nH]c3ccccc23)c1N (configuration not stated)	2	i	3	-5	i	i	i	i	i	i	i
19	Cc1ccccc1NC(=O)CSc1nnc(-c2ccco2)c(-c2ccco2)n1	-1	i	5	-15	i	i	i	i	25*	i	i
20	CC(C)(C)N1C(=O)c2ccc(C(=O)Nc3ccc(O)cc3)cc2C1=O	13	i	14	-20	i	i	i	i	i	i	i

(further entries)
nr	molecule	DYRK1A inh	KCNQ1 inh	HDAC3 inhib	hERG protect	KCNK3 inh	TRPC4 act	TRPC4 PAM	KCNQ1 act	TMEM16A inh	TMEM16A act	KCNK9 inh
21	Cc1ccc(-c2nnn(CC(=O)N(Cc3ccco3)C(C(=O)NC(C)(C)C)c3ccncc3)n2)o1 (configuration not stated)	0	i	-1	-6	i	i	i	i	i	i	i
22	COc1ccc(NC(=O)NCCN2CCc3ccccc3C2)cc1	0	i	2	-10	i	i	i	i	i	i	i
23	COc1ccccc1-n1cnnc1SCC(=O)Nc1cccc(S(N)(=O)=O)c1	7	i	-1	-6	i	i	i	i	i	i	i
24	CCC(C)(C)NC(=O)C(c1ccco1)N(C(=O)Cn1nnc2ccccc21)c1ccc2c(c1)OCO2 (configuration not stated)	-2	i	5	-5	i	i	i	i	i	i	i
25	Cc1ccc(CSc2nnnn2C)cc1	-1	i	8	-21	i	i	i	i	i	i	i
26	NC(=O)C1(N2CCCCC2)CCN(C(=O)c2ccc(C#CC3(O)CCCCC3)cc2)CC1	1	i	-6	-9	i	i	i	i	i	i	i
27	COc1ccccc1NC(=S)N1CCN(c2ncccn2)CC1	-1	i	-4	-7	i	i	i	i	i	i	i
28	CCn1cc(C(=O)NCc2cccc(F)c2)c(=O)c2cc(F)c(N3CCN(C(=O)c4ccco4)CC3)cc21	9	i	-4	-7	i	i	i	i	i	i	i
29	COc1ccc(CCCc2nnc(SCc3nc4ccccc4c(=O)[nH]3)n2C)cc1	4	i	4	-8	i	i	i	i	i	i	i
30	CCCCOC(=O)C(C)c1c(C)[nH]c(=S)[nH]c1=O (configuration not stated)	-7	.	-4	.	i	.	.	.	i	i	.
31	Nc1nnc(SCc2ccccc2Cl)s1	0	i	-7	-9	i	i	i	i	i	i	i
32	COc1ccc(CC2(C)OC(c3ccccc3)=NN2C(C)=O)cc1 (configuration not stated)	-1	i	3	-11	i	i	i	i	i	i	i
33	COC(=O)/C(C#N)=C/c1c(-c2ccccc2)nc2n1CCS2	5	i	6	-5	i	i	i	i	i	i	i
34	COc1ccc(NS(=O)(=O)c2ccc(C)c(C(=O)NNC(=O)c3ccccc3O)c2)cc1	7	i	-1	-25	i	i	i	i	i	i	i
35	COc1ccc(OC)c(NC(=O)C2CC(C)=C(C)CC2C(=O)O)c1 (configuration not stated)	4	i	3	-7	i	i	i	i	i	i	i
36	Cc1ccc(OCc2cc(C(=O)N(C)CCc3ccccn3)no2)cc1C	2	i	7	-12	i	i	i	i	i	i	i
37	O=C(O)CSc1nnc(Nc2ccccc2)n1-c1ccccc1	2	i	-1	-9	i	i	i	i	i	i	i
38	COc1ccc(Cl)cc1NC(=O)C/C(C)=N/NC(=O)COc1ccc(C)cc1	-4	i	-17	-2	i	i	i	i	i	i	i
39	CCC(CC)C(=O)Nc1cc(=O)n(C)c(=O)n1C	-6	i	-1	-8	i	i	i	i	i	i	i
40	Cn1c(CO)cnc1S(=O)(=O)Cc1c(Cl)cccc1Cl	-3	i	-2	-6	i	i	i	i	i	i	i

Reformatted with values under each structure: part of the list above
The line under a structure holds: DYRK1A inh | KCNQ1 inh | HDAC3 inhib | hERG protect | KCNK3 inh | TRPC4 act | TRPC4 PAM | KCNQ1 act | TMEM16A inh | TMEM16A act | KCNK9 inh
18. NC(=O)c1nsc(C(=O)N(c2ccc(F)cc2)C(C(=O)NCC2CCCO2)c2c[nH]c3ccccc23)c1N (configuration not stated)
→ 2 | i | 3 | -5 | i | i | i | i | i | i | i
19. Cc1ccccc1NC(=O)CSc1nnc(-c2ccco2)c(-c2ccco2)n1
→ -1 | i | 5 | -15 | i | i | i | i | 25* | i | i
20. CC(C)(C)N1C(=O)c2ccc(C(=O)Nc3ccc(O)cc3)cc2C1=O
→ 13 | i | 14 | -20 | i | i | i | i | i | i | i
21. Cc1ccc(-c2nnn(CC(=O)N(Cc3ccco3)C(C(=O)NC(C)(C)C)c3ccncc3)n2)o1 (configuration not stated)
→ 0 | i | -1 | -6 | i | i | i | i | i | i | i
22. COc1ccc(NC(=O)NCCN2CCc3ccccc3C2)cc1
→ 0 | i | 2 | -10 | i | i | i | i | i | i | i

Following part.
nr	molecule	DYRK1A inh	KCNQ1 inh	HDAC3 inhib	hERG protect	KCNK3 inh	TRPC4 act	TRPC4 PAM	KCNQ1 act	TMEM16A inh	TMEM16A act	KCNK9 inh
41	CCN(CC(=O)Nc1c(F)cccc1F)C(=O)CN1c2cccc3cccc(c23)S1(=O)=O	7	i	-8	-8	i	i	i	i	i	i	i
42	Cc1n[nH]c(=S)n1/N=C/c1ccccc1	20	i	8	-4	i	i	i	i	i	i	i
43	CC(C)(C)n1nnnc1CN(Cc1ccc(F)cc1)Cc1ccco1	6	i	11	-1	i	i	i	i	i	i	i
44	CC(=O)NC(c1ccc(Cl)cc1Cl)c1ccc2cccnc2c1O (configuration not stated)	-3	i	2	-4	i	i	i	i	i	i	i
45	O=C(c1ccccc1)N1CCc2[nH]nc(-c3ccccc3)c2C1	4	i	1	-6	i	i	i	i	i	i	i
46	Cc1nc(NS(=O)(=O)c2cccs2)c2c3c(sc2n1)CCC3	-4	i	14	-13	i	i	i	i	i	i	i
47	O=C(COC(=O)c1ccccc1SCC(=O)N1CCCC1)NC1CCCCC1	-5	i	?	-15	i	i	i	i	i	i	i
48	CCN1CCN(CC(O)COC(c2ccccc2)c2ccccc2)CC1 (configuration not stated)	-2	i	-3	-4	i	i	i	i	i	i	i
49	CC1CCc2cc(F)ccc2N1C(=O)c1ccc2c(c1)OCO2 (configuration not stated)	3	i	-9	-13	i	i	i	i	i	i	i
50	CC(C)NC(=O)N(O)C1N(C(C)C)C(=O)N(Cc2ccc3c(c2)OCO3)C1(C)C (configuration not stated)	-6	i	-1	-3	i	i	i	i	i	i	i
51	Cc1ccc(C(=O)Nc2ccc(C(=O)N/N=C/c3cccnc3)cc2)cc1	3	i	2	-11	i	i	i	i	i	i	i
52	Cc1c(NC(=O)c2ccc(C(=O)Nc3c(C)n(C)n(-c4ccccc4)c3=O)cc2)c(=O)n(-c2ccccc2)n1C	.	i	-3	-9	i	i	i	i	i	i	i
53	O=C(Cc1ccccc1)N/N=C/c1ccc(OCC(=O)Nc2ccccc2)cc1	-4	i	7	-3	i	i	i	i	i	i	i
54	OCCC1CN(Cc2ccccc2-c2ccco2)CCN1C1CCCC1 (configuration not stated)	5	i	-2	-10	i	i	i	i	i	i	i
55	CC(=O)Nc1cc(C(F)(F)F)ccc1Oc1cccc(Br)c1	-9	i	1	-10	i	i	i	i	i	i	i
56	Cn1c(Cn2cnc([N+](=O)[O-])n2)nnc1SCC(=O)Nc1cccc(Cl)c1	7	i	.	0	i	i	i	i	i	i	i
57	O=C(Cn1cc([N+](=O)[O-])cn1)N1CCN(Cc2ccc3c(c2)OCO3)CC1	2	i	0	-8	i	i	i	i	i	i	i
58	Fc1ccc(-c2nn(-c3ccccc3)cc2CNCc2ccccc2)cc1	2	i	9	-23	i	96*	i	i	i	i	i
59	CNS(=O)(=O)c1cccc2nsnc12	-5	i	3	-6	i	i	i	i	i	i	i
60	Cc1cccc(NC(=O)c2nnn(-c3cccc(C(F)(F)F)c3)c2N)c1	.	i	2	2	i	i	i	i	i	i	i
61	Cc1c(NC(=O)c2ccc3c(c2)OCO3)cccc1-c1nc2ccccc2o1	-10	i	3	6.0*	i	i	i	i	i	i	i
62	C=CCSc1nc2c(c(=O)[nH]c(=O)n2C)n1CC	-4	i	1	-3	i	i	i	i	i	i	i

Source: PubChem BioAssay (several laboratories)
